# Screens (PubChem)
# H9c2 TAG inh – triacylglycerol accumulation inhibition; AID 651582; inhibition, % at 12.5 µM; 230,000 tested, 0.66% active; H9c2 cells, Nile Red lipid (TAG) fluorescence; cells loaded with 200 µM oleic acid;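 active = pattern-corrected inhibition of lipid staining of at least 50% with the nuclear-stain viability signal not falling by more than 50%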;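 also: 0% = DMSO wells and 100% = triacsin C control wells; some results filed as inactive read as strong as hits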
# H9c2 TAG inh DAPI viability – recorded beside H9c2 TAG inh, whose call it bears; DAPI nuclei signal change (viability), lower = more cytotoxic, %;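 whole-well DAPI fluorescence read on a plate reader as a viability signal; minus 50 percent equals half of cells still viable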
# * hit, by the source's call.
SMILES,H9c2 TAG inh,H9c2 TAG inh DAPI viability
COc1ccc([C@H]2CC(=O)C=C(c3ccccc3-c3ccccc3)C2)cc1,-9,-21
C=CCOC(=O)C1=C[C@H](c2cn(C(C)=O)c3ccccc23)[C@@H](CCCO)[C@H](OCC)O1,-33,7
CC(C)OC(=O)C1C(=O)CC(C)(O)C(C(=O)OC(C)C)C1c1cccnc1 (configuration not stated),-10,15
COCCN(C(=O)COC(=O)C12CC3CC(CC(O)(C3)C1)C2)c1c(N)n(Cc2ccccc2)c(=O)[nH]c1=O,2,-9
Cc1nn2c(NC(C)C)c3c(nc2c1-c1ccccc1)CCC3,3,13
O=C(N/N=C/c1ccco1)c1cc(-c2ccccc2)n[nH]1,-31,8
CCOc1ccc(N(CC(=O)N2CCCC2)S(=O)(=O)c2c(C)noc2C)cc1,15,-3
Cn1c(SCC(=O)c2ccccc2)nnc1C1COc2ccccc2O1 (configuration not stated),-4,2
COc1ccc(C(C)=O)cc1CN1CCCCC1,11,-3
CSc1cccc(NCc2ccc([N+](=O)[O-])cc2)c1,-19,-9
COc1cccc(NC(=O)N(CCN(C)C)C(C)c2cccnc2)c1 (configuration not stated),3,1
Cc1nc(=O)c(-c2ccccc2)c(C)n1-c1ccc(Br)cc1,2,-7
Cc1cc(C(=O)N2CCCC(CO)(Cc3ccc(F)cc3F)C2)nn1C (configuration not stated),-6,-4
O=C(N/C(=C\c1ccc([N+](=O)[O-])cc1)C(=O)N1CCCCC1)c1ccccc1,0,-2
Cc1cn(CC(=O)NCCNc2ccc([N+](=O)[O-])cn2)c(=O)[nH]c1=O,-4,-7
COc1ccc(NC(=O)Cn2c(=O)n(CC3CCCO3)c(=O)c3ccccc32)c(OC)c1 (configuration not stated),10,-8
Cc1ccc(C2C(C(=O)c3ccco3)=C(O)C(=O)N2c2ncccn2)cc1 (configuration not stated),-3,5
CC(C)CCn1c(SC(C)C(=O)NC2CC2)nc2ccccc2c1=O (configuration not stated),-2,-7
CCC(=O)c1cn(CC(=O)NCc2ccco2)c2ccccc12,-9,1
CCCC(=O)Nc1ccc(C(=O)N2CCCC2)cc1,30,-27
CC(C)(C)NC(=S)N/N=C\c1ccc(-c2ccc([N+](=O)[O-])cc2)o1,-39,22
O=C(COC(=O)c1ccc[nH]c1=O)Nc1cc(S(=O)(=O)N2CCCCCC2)ccc1Cl,-2,0
COc1ccc(C)cc1S(=O)(=O)N1CCN(C/C=C/c2ccccc2)CC1,-16,4
COc1ccccc1C(CNC(=O)c1ccc(C)c(S(=O)(=O)N2CCCCC2)c1)N1CCCC1 (configuration not stated),-6,-3
CCCCOC(=O)Nc1ccc(N2CCOCC2)cc1,-4,10

# Looked up one by one from the list above (two):
SMILES,H9c2 TAG inh,H9c2 TAG inh DAPI viability
CC(C)OC(=O)C1C(=O)CC(C)(O)C(C(=O)OC(C)C)C1c1cccnc1 (configuration not stated),-10,15
Cc1cc(C(=O)N2CCCC(CO)(Cc3ccc(F)cc3F)C2)nn1C (configuration not stated),-6,-4

# (further entries)
SMILES,H9c2 TAG inh,H9c2 TAG inh DAPI viability
COc1ccc(C(=O)NNC(=O)c2ccccn2)cc1,23,-18
COc1ccc(OCC(=O)N2CCN(C(=O)c3cccc(F)c3)CC2)cc1,8,-5
COC(=O)c1cc(C#N)c(SCc2ccccc2)nc1C,-62,4
Clc1nc(-c2ccccc2)ncc1Oc1ccccc1,-4,-5
Cn1c(CNC(=O)c2ccco2)nnc1SCC(=O)Nc1cccc(F)c1,1,6
Cc1cccnc1NC(=O)Nc1cccc(C(F)(F)F)c1,17,-14
Cc1csc(=O)n1CCC(=O)OC(C)C(=O)Nc1ccc(N2CCOCC2)cc1 (configuration not stated),-7,5
CCn1cc(C(=O)N2CCN(c3ccc(F)cc3)CC2)c2cc(OC)c(OC)cc2c1=O,-2,6
COc1ccc(NC(=O)c2ccc(COc3ccc(C)cc3)o2)cc1,-12,2
Cc1nnc(SCC(=O)Nc2cccc(C(F)(F)F)c2)n1Cc1ccco1,-7,-6
Cc1ccc2nc(SCC(=O)NCC3CCCO3)c(C#N)cc2c1 (configuration not stated),-8,3
CNC(=O)/C(C#N)=C/c1cn(CC(=O)OC)c2ccccc12,8,1
CC1CCCC(C)N1S(=O)(=O)c1ccc(Cl)cc1 (configuration not stated),-12,2
CCOC(=O)Nc1nnc(Cc2ccc(Cl)c(Cl)c2)s1,4,-10
O=C(CCCCCCC(=O)Nc1ccccc1)NO,37,-5
CCOC(=O)C1(CCc2ccccc2)CCN(C(=O)C2CCOCC2)CC1,9,-4
CCOC(=O)C1CCN(C(=O)c2cc3c(=O)n4ccccc4nc3s2)CC1,-6,15
CCCCNC(=O)CC1SC(=NCC)N(CC)C1=O (configuration not stated),0,8
CN(C)S(=O)(=O)c1cc(C(=O)NCCCn2ccc3ccccc32)ccc1Cl,16,13
C/C(=N\NC(=O)c1cccc(F)c1)c1ccc(NC(=O)Cc2ccccc2)cc1,7,-6
O=P(Cc1cccc[n+]1[O-])(c1ccccc1)c1ccccc1,-3,11
C/C(O)=c1/cnc2nc3ccccc3n2c1=O,12,2
COC(=O)c1cc(S(=O)(=O)Nc2cccc(-c3ccno3)c2)c[nH]1,-24,10
COc1ccc(C2NC(c3ccc(OC)cc3)C([N+](=O)[O-])C(C)(C)C2[N+](=O)[O-])cc1 (configuration not stated),-29,-7
CSc1nc2n(n1)C(C)C1=C(CCCC1=O)N2 (configuration not stated),7,-1
# Remaining list, next part.
SMILES,H9c2 TAG inh,H9c2 TAG inh DAPI viability
COc1cccc(NC(=O)CN(C)C(=O)c2cccc(NS(=O)(=O)c3ccc(Br)cc3)c2)c1,6,3
O=C(Nc1cccc(S(=O)(=O)N2CCCC2)c1)c1cc(S(=O)(=O)N2CCOCC2)ccc1F,19,-7
COc1ccc(C(=O)c2ccc(Cl)cc2)c(OC)c1OC,-14,-5
CCOC(=O)c1cc(-c2ccccc2)sc1NC(=O)C(C)Sc1nnnn1C (configuration not stated),33,9
C[C@@H]1CCC[C@]2(O[C@@H](CCO)C[C@H](O)[C@H]2O)O1,-17,1
COc1ccc(/C=C(\NC(=O)/C=C/c2ccco2)C(=O)NCCc2nc3ccccc3[nH]2)cc1,-7,0
CN(C(=O)COC(=O)c1ccc2ccccc2n1)c1ccccc1,1,6
Cc1cc2nc3c(nc2cc1C)C(O)=C3O,13,-9
COc1ccc(-c2ccc(CN3C(C(C)C)C(=O)N(Cc4cn(Cc5ccco5)nn4)CCS3(=O)=O)cc2)cc1 (configuration not stated),-4,-7
CCOC(=O)N1CCN(C(=O)c2ccc(CS(=O)(=O)c3ccc(OC)cc3)o2)CC1,-7,-4
COc1ccc2c(c1)[C@H]1[C@H](CO2)[C@H](c2ccccc2)[C@]2(C)C(=O)Nc3cc(Cl)ccc3C(=O)N12,13,-16
COc1cc([N+](=O)[O-])cc(/C=N/NC(=O)C(O)(c2ccccc2)c2ccccc2)c1O,1,4
N#CC1=C(SCc2ccccc2)NC(=O)C(C#N)C12CCCC2 (configuration not stated),-8,7
CCCCC(=O)Nc1ccc2c(c1)nc1n2CCN(CCOC)C1,-2,2
O=C(c1cc(Cl)nc2ccccc12)N(Cc1nnc(-c2ccccc2Cl)o1)C1CC1,-21,5
CN(C)c1nc(SCc2ccccc2Cl)nc2c1CCCC2,-32,10
CC(=O)CCc1oc2ccc([N+](=O)[O-])cc2c1-c1ccc(C)o1,12,-2
O=C(c1nnc(-c2ccccc2)o1)C1CC1,12,-2
O=C(COC(=O)CCC1CCCC1)NCc1ccc(Cl)cc1,-26,1
Cc1ccc2ncc(S(=O)(=O)c3ccccc3)c(N3CCCCC3C)c2c1 (configuration not stated),9,-7
O=C(CSc1ncn[nH]1)c1cc2ccccc2o1,-9,6
Cc1cccc(NC(=O)CNC(=O)c2cccc(-n3cccc3)c2)c1C,10,-12
O=C1C(=O)c2ccccc2C(O)=C1CC=C(Cl)Cl,15,1
CC1(C)CC(=O)C=C(NCC(O)c2ccccc2)C1 (configuration not stated),14,-1
CC(=O)N1CCN(C(=O)COc2ccc3oc4c(c3c2)CCCC4)CC1,6,-5
# Other records:
SMILES,H9c2 TAG inh,H9c2 TAG inh DAPI viability
O=C(O)Cn1c(COc2ccc(Cl)cc2)nc2ccccc21,15,-10
COc1ccc(C)cc1NC(=S)N1CCOCC1,4,-7
N#C/C(=C/c1ccc(Sc2nc3ccccc3[nH]2)o1)c1cccc(Br)c1,-23,-1
CCN(CC)c1ccc(NC(=O)c2cnn(CC)c2)cc1,2,-11
CCCCCc1cc(=O)oc2c(C(CCN(CC)CC)c3cc(OC)c(OC)c(OC)c3)c(OC)cc(OC)c12 (configuration not stated),114*,-44*
Cc1csc2c(=O)sc(NC(=O)c3ccc(F)cc3)nc12,-4,2
CC(O)(c1cccc(F)c1)c1nc(-c2ccoc2)cs1 (configuration not stated),-3,6
CC(=O)NCCNC(=O)C1Cc2c(-c3cccc(NC(C)=O)c3)ccnc2O1 (configuration not stated),-16,2
O=C(O)CSc1nnc(Cc2cccc3ccccc23)n1-c1cc(C(F)(F)F)cc(C(F)(F)F)c1,8,-8
CC(C)c1nnc(-c2ccc(Cl)cc2)c(N(C)C)n1,4,8
S=C1NCCc2ccccc2C1c1ccccc1 (configuration not stated),-5,-1
Cc1noc(C)c1NC(=O)N(C)C[C@@H]1Oc2ncc(Br)cc2C(=O)N([C@H](C)CO)C[C@@H]1C,-8,-4
O=C(CN1CCN(c2ccccc2O)CC1)Nc1ccnn1C1CCCC1,-4,4
Cc1ccc(OCC(=O)c2ccc(Cl)s2)c([N+](=O)[O-])n1,-3,9
OC(COc1ccccc1)CN1CCCCCC1 (configuration not stated),-8,4
CCNC(=O)C1(C)CCCN(C(=O)c2ccc3ccccc3n2)C1 (configuration not stated),1,0
CCC(CC)=N/N=C/c1c(O)n(CC)c2cc(C3=NNC(=O)CC3)ccc12,0,-6

# Compounds above that contain an aryl methoxy group:
SMILES,H9c2 TAG inh,H9c2 TAG inh DAPI viability
COc1ccc([C@H]2CC(=O)C=C(c3ccccc3-c3ccccc3)C2)cc1,-9,-21
COc1ccc(C(C)=O)cc1CN1CCCCC1,11,-3
COc1cccc(NC(=O)N(CCN(C)C)C(C)c2cccnc2)c1 (configuration not stated),3,1
COc1ccc(NC(=O)Cn2c(=O)n(CC3CCCO3)c(=O)c3ccccc32)c(OC)c1 (configuration not stated),10,-8
COc1ccc(C)cc1S(=O)(=O)N1CCN(C/C=C/c2ccccc2)CC1,-16,4
COc1ccccc1C(CNC(=O)c1ccc(C)c(S(=O)(=O)N2CCCCC2)c1)N1CCCC1 (configuration not stated),-6,-3
COc1ccc(C(=O)NNC(=O)c2ccccn2)cc1,23,-18
COc1ccc(OCC(=O)N2CCN(C(=O)c3cccc(F)c3)CC2)cc1,8,-5
CCn1cc(C(=O)N2CCN(c3ccc(F)cc3)CC2)c2cc(OC)c(OC)cc2c1=O,-2,6
COc1ccc(NC(=O)c2ccc(COc3ccc(C)cc3)o2)cc1,-12,2
COc1ccc(C2NC(c3ccc(OC)cc3)C([N+](=O)[O-])C(C)(C)C2[N+](=O)[O-])cc1 (configuration not stated),-29,-7
COc1cccc(NC(=O)CN(C)C(=O)c2cccc(NS(=O)(=O)c3ccc(Br)cc3)c2)c1,6,3
COc1ccc(C(=O)c2ccc(Cl)cc2)c(OC)c1OC,-14,-5
COc1ccc(/C=C(\NC(=O)/C=C/c2ccco2)C(=O)NCCc2nc3ccccc3[nH]2)cc1,-7,0
COc1ccc(-c2ccc(CN3C(C(C)C)C(=O)N(Cc4cn(Cc5ccco5)nn4)CCS3(=O)=O)cc2)cc1 (configuration not stated),-4,-7
CCOC(=O)N1CCN(C(=O)c2ccc(CS(=O)(=O)c3ccc(OC)cc3)o2)CC1,-7,-4
COc1ccc2c(c1)[C@H]1[C@H](CO2)[C@H](c2ccccc2)[C@]2(C)C(=O)Nc3cc(Cl)ccc3C(=O)N12,13,-16
COc1cc([N+](=O)[O-])cc(/C=N/NC(=O)C(O)(c2ccccc2)c2ccccc2)c1O,1,4
COc1ccc(C)cc1NC(=S)N1CCOCC1,4,-7
CCCCCc1cc(=O)oc2c(C(CCN(CC)CC)c3cc(OC)c(OC)c(OC)c3)c(OC)cc(OC)c12 (configuration not stated),114*,-44*

# Not all compounds are listed. The share of hits here may be higher or lower than overall.
